FUS suppressor = rescues growth of FUS-expressing yeast. Potency, µM (titrated, usually from 76.6 µM), inactives show top-dose growth rescue (activation), hits mostly activators. AID 1347120. S. cerevisiae FUS-expressing, growth rescue, OD600, 24 h. 390,000 compounds, 0.24% hits;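 further: potency means the concentration at half of the fitted maximal effect; plate controls were DMSO vehicle for no effect and reference control for full effect; nearly all actives have a fitted effect of over 55% in size; some results filed as inactive show a strong effect at the top dose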
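Toxicity suppression screen in FUS-yeast. Cells induced with 2% galactose, starting OD 0.005, treated 24hr at 30C with compounds at multiple final concentrations; growth by OD600.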
EPAC1 agonist = agonists of human EPAC1. EPAC1 agonist qHTS, biochemical assay; response scale: 100% = response to 6.5 mM cAMP. Potency, µM (top dose mostly 154 µM), for the others: at the highest dose activation, hits mostly activators. O95398. 360,000 compounds, 0.073% hits; further: potency means the concentration at half of the fitted maximal effect; nearly all actives have a fitted effect of over 60% in size
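EPAC1 100 nM, Rap1B–BODIPY-GDP 250 nM, unlabeled GDP 50 uM; compound titration; 5 min RT; kinetic read ex480/em540 at 5-min intervals ×30 min; data normalized to 6.5 mM cAMP agonist control.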
WRN helicase inh = blocks human WRN helicase; Q14191; WRN helicase unwinding, fluorescent forked duplex, kinetic; Potency, µM (doses to about 114 µM), for the others: at the top dose activity change, negative = inhibition, actives largely listed as inhibitors; 360,000 compounds, 0.46% hits; AID 651768; further: potency means the concentration at half of the fitted maximal effect; on the % scale 0 is the no-effect control and ±100 the full control effect; nearly all actives have a fitted effect of over 55% in size
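Enzyme (20 nM final) and test compound sit together 15 min at room temperature before substrate addition. Substrate is a single-forked duplex oligonucleotide (100 nM) labelled with fluorophore and quencher, with 2 mM ATP; helicase unwinding raises red fluorescence, read kinetically.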
Abeta rescue = compounds reversing amyloid beta toxicity in yeast; 410,000 compounds, 0.063% hits; Potency, µM (doses to about 46.1 µM), for inactives: top-dose growth rescue, most hits filed as activators; yeast expressing A-beta42, growth rescue, OD600, 48 h; response scale: 0% DMSO, 100% iron-clioquinol control; further: potency means the concentration at half of the fitted maximal effect; nearly all actives have a fitted effect of over 55% in size
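Growth rescue measured by 600 nm absorbance after 48 h yeast culture at 30 C with compound. Values normalized between DMSO and an equimolar ferric chloride plus clioquinol control.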
aSyn yeast inh = rescues yeast growth from alpha-synuclein toxicity | Yeast expressing alpha-synuclein, growth rescue, BacTiter-Glo, 24 h | Potency, µM (highest dose often 46.1 µM), without a hit: at the top dose growth rescue (activation), most hits filed as activators | 370,000 compounds, 0.14% hits | AID 652106; further: potency means the concentration at half of the fitted maximal effect; % of control where 0% means no effect; nearly all actives have a fitted effect of over 65% in size
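Screening used galactose-induced yeast with toxic alpha-synuclein levels, exposed to compound for 24 hr at 30 deg C. Cell growth, read with BacTiter-Glo luminescence, gave the measured signal.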
PLK1 PBD block = blocks phosphopeptide binding to human PLK1 polo-box domain. P53350. Plk1 PBD binding of FITC phosphopeptide, fluorescence polarization. Potency, µM, inactives show max response, negative = inhibition, hits mostly inhibitors. 360,000 compounds, 2.8% hits. AID 720504; further: potency means the concentration at half of the fitted maximal effect; series mostly up to about 57 µM; on the % scale 0 is the no-effect control and ±100 the full control effect; nearly all actives have a fitted effect of over 65% in size
Target sequence (P53350 whole entry, looked up, the tested form may be a part): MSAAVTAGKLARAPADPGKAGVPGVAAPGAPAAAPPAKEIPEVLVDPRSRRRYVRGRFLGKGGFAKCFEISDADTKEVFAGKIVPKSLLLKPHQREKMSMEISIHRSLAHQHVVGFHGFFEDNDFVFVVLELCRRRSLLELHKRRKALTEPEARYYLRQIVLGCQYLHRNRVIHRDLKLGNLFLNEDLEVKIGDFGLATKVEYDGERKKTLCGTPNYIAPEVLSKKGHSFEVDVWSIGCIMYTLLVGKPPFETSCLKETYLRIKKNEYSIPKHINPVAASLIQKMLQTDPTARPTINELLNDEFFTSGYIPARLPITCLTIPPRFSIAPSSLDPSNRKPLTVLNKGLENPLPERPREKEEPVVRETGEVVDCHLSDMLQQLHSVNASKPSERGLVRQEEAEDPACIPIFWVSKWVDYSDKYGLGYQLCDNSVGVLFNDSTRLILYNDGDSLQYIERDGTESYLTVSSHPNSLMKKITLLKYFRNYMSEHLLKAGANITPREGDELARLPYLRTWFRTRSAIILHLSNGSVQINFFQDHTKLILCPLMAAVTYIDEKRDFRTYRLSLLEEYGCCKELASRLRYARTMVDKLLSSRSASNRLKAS
IL2 activator = IL-2 activation. IL-2 activation reporter assay, cell-based qHTS; stimulated with anti-CD3/CD4/CD28 beads; in transgenic mouse T cells. activation, % (series mostly up to about 46 µM). 360,000 compounds, 0.065% hits. AID 652025; in the data active means activation above about 50%; inconclusive means mostly about 30% to 49%; further: 0% is about no effect
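Screening format: compound pinned onto unstimulated transgenic mouse T cells, 60 min incubation, then anti-CD3/anti-CD4/anti-CD28 bead stimulation for 18 hours at 37 degrees C, followed by EGFP and DsRed detection.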
PI5P4Ka inh = blocks human PI5P4K alpha kinase activity. P48426. max response, %. PI5P4Kalpha enzyme, ADP-Glo luminescence, 60 min; hits give low values. 330,000 compounds, 1.2% hits; active means max response of -50% or lower; inconclusive means between -30% and -50%; inactive means -30% or higher; further: value at the top dose of about 77 µM; on the % scale 0 is the no-effect control and ±100 the full control effect
Target sequence (P48426 whole entry, looked up): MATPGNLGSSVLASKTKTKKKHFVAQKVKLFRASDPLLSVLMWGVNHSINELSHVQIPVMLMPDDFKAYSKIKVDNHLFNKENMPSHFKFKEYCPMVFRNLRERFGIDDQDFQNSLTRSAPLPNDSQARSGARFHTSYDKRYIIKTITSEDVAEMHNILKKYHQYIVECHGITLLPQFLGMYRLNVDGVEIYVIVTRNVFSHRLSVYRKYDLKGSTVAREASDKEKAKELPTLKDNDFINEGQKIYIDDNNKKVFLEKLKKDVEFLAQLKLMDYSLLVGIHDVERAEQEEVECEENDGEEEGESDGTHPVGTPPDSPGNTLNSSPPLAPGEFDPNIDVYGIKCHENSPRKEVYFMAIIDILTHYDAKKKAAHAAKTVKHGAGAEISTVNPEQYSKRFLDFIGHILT
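ADP-Glo luminescence end-point read after a 60 min room-temperature kinase reaction of PI5P4Kalpha plus substrate, initiated with ATP at 5 microM final. Buffer: 0.038 M HEPES pH 7.4, EGTA, 0.1% CHAPS, 5% DMSO.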
EPAC1 antagonist = blocks human EPAC1 exchange factor | O95398 | EPAC1 GEF assay, Rap1b-BODIPY-GDP exchange fluorescence | Potency, µM (titrated, usually from 115 µM), for inactives: at the top dose activity change, negative = inhibition, usual class: inhibitors | 360,000 compounds, 0.14% hits | AID 720709;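 further: potency means the concentration at half of the fitted maximal effect; plate controls were vehicle for no effect and positive control for full effect; nearly all actives have a fitted effect of over 50% in size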
Starred values were filed as active, the others as inactive; u = inconclusive; x = no result given; [ ] = another dose, or the depositor's remark. Unless noted, the call rests on the fitted dose curve; in most records, active means well fitted curve in the direction sought with a large enough effect; inconclusive means small, poorly fitted or top-dose-only effect, or another doubt; inactive means no such curve, though single readings can be large; an effect the other way counts as inactive or inconclusive.

SMILES	FUS suppressor	EPAC1 agonist	WRN helicase inh	Abeta rescue	aSyn yeast inh	PLK1 PBD block	IL2 activator	PI5P4Ka inh	EPAC1 antagonist
COc1ccc(-c2csc(N(CC3CCCO3)C(=O)c3ccccc3)n2)cc1 (stereo not given)	-40%	18%	-10%	-1%	0%	-2%	-3.1	16	-24%
O=C(Nc1ccc(Cl)cn1)c1cccc2ccccc12	-22%	-2%	4%	-1%	-1%	-1%	0.4	8	13%
C=CCOCCn1[nH]c2ccccc2c1=O	-20%	-13%	9%	2%	0%	-18%	1.5	-3	13%
CN1CCN(c2ccc(-c3ccc4ccccc4n3)cc2)CC1	16%	-5%	6%	-28%	-40%[inhibitor]	-5%	-1.2	1	9%
CCCCCCN1CCN(C2CN(CCCC)S(=O)(=O)C2)CC1 (stereo not given)	-29%	-2%	-3%	-2%	1%	-3%	-0.8	9	4%
Fc1cccc(Cc2c(C3CCCCC3)nc3ccc(Cl)cn23)c1	1%	-5%	-9%	17%	1%	4%	-0.1	-3	-3%
C=CCn1c(SCc2nc3ccccc3nc2C)nnc1-c1ccoc1C	u	7%	-20%	15%	-3%	-18%	1.4	-4	-8%
O=C(CN1C(=O)COc2ccccc21)Nc1ccccc1F	8%	-3%	5%	-13%	-9%	-5%	-0.2	-5	-13%
CC1(C)CC(NC(=O)c2cccc3ccccc23)CC(C)(C)N1	-7%	4%	2%[57.1 µM]	-3%	1%	-1%	1.0	9	-12%
CCN1C(=O)[C@H]2[C@@H](c3ccc(C(F)(F)F)cc3)N[C@]3(CCCN(Cc4ccc(OC)cc4)C3=O)[C@H]2C1=O	21%	-5%	-2%	9%	1%	-9%	2.6	5	1%
CC(=O)[C@@]1(O)CC[C@H]2[C@@H]3C[C@H](C)C4=CC(=O)C=C[C@]4(C)[C@@]3(F)[C@@H](O)C[C@@]21C	-27%	14%	4%[11.6 µM]	1%	6%	-10%	2.5	-11	-9%
Cc1onc(-c2ccccc2Cl)c1C(=O)NCc1cccs1	1%	6%	5%	-1%	10%	-5%	0.2	9	10%
CCc1ccc(/C=c2\s/c(=C\C(=O)C(C)(C)C)[nH]c2=O)cc1	9%	13%	-21%	-8%	1%	-6%	0.5	-2	-11%
O=C(Nc1ccnn1C1CCN(C2CCCCC2)CC1)c1ccccc1	15%	-6%	3%	-4%	1%	-18%	-2.3	-1	13%
CN(C)C(=O)c1ccc(NC(=O)COc2cccc(Oc3ccccc3)c2)cc1	9%	1%	8%	u	-9%	-3%	-1.5	-4	-16%
CCN(C(=O)COC(=O)CN(C)S(=O)(=O)c1ccc(NC(C)=O)cc1)C1CCS(=O)(=O)C1 (stereo not given)	x	9%	u	9%	1%	-5%	0.0	-6	-12%
O=C(CNc1cc(S(=O)(=O)N2CCOCC2)ccc1N1CCCC1)NCc1ccco1	28%	-1%	0%	-4%	2%	-4%	1.0	2	-13%
Cc1ccn2c(=O)c(NC(=O)c3cccs3)c(C)nc2c1	22%	-10%	-14%	1%	0%	-9%	-0.4	-2	-26%
O=C(Nc1nc2ccccc2[nH]1)C1CCN(S(=O)(=O)c2cccs2)CC1	-11%	0%	8%	12%	-1%	1%	-0.4	-2	-3%
COc1ccccc1N1CCN(CC(O)COCc2cccs2)CC1 (stereo not given)	-8%	3%	-1%	-10%	-7%	-12%	0.3	0	8%
COc1ccc2sc(N(CCCN(C)C)C(=O)c3ccc(S(=O)(=O)N(C)Cc4ccccc4)cc3)nc2c1	35%	10%	-13%	-9%	0%	-1%	-6.0	-1	-3%
O=C(CN1C(=O)C2C3CCC(C3)C2C1=O)OCC(=O)c1ccccc1 (stereo not given)	2%	11%	16%	0%	-2%	-14%	-0.6	1	-6%
COc1ccc(N2CCN(C(=O)CCc3ccc(S(=O)(=O)NC(C)C)cc3)CC2)cc1	6%	-4%	-1%	7%	11%	-2%	1.6	x	4%
Cc1cc([N+](=O)[O-])nn1CC(=O)Nc1nccs1	x	3%	1%	-8%	-10%	-13%	-3.3	7	-13%
Cc1ccccc1C(=O)NN1CCOCC1	x	14%	-11%	-8%	4%	3%	2.8	6	-17%
CCCCSc1nc(C)cc(C)c1S(=O)(=O)c1ccccc1C	2%	-13%	-3%	5%	-7%	0%	0.4	18	-6%
CCN(CC1CCCO1)C(=O)c1cc(COc2ccc(OC)cc2Cl)on1 (stereo not given)	10%	-2%	4%[57.1 µM]	-6%	6%	2%	-2.7	0	3%
CC(C)Sc1nc(O)c(Cc2ccccc2)c(=O)[nH]1	57%	5%	-8%	16%	3%	-11%	-1.7	0	-16%
CC1CCCCC1NC(=O)CSc1nnc(C(F)(F)F)n1C (stereo not given)	-23%	6%	9%	-5%	-1%	-7%	-0.5	8	18%
CC(C)C(=O)Nc1cccc(S(=O)(=O)NC2=NCCC2)c1	-47%	13%	0%	8%	-4%	-14%	-0.1	-2	1%
CCOc1ncccc1C(=O)N(C)CC1COc2ccccc2O1 (stereo not given)	-9%	-8%	-7%	9%	4%	1%	-0.2	0	11%
COc1ccc(CCN2C(=O)CC(N3CCOCC3)C2=O)cc1OC (stereo not given)	-43%	9%	-15%	9%[9.22 µM]	7%	1%	-1.6	5	-11%
Cc1ccc2[nH]c(=O)c3cc(C(=O)NC(C)C)sc3c2c1	16%	-9%	-2%	-11%	-3%	u	-3.0	7	-11%
CN(C(=O)Cn1nc(C(=O)O)c2ccccc2c1=O)C1(C#N)CCCCC1	-6%	1%	3%	-3%	-2%	-12%	-0.1	0	-23%
Cc1ccccc1-n1cc(CNC(=O)CCc2nnc(CCc3ccccc3)o2)cn1	9%	-8%	6%	-18%	9%	-7%	-3.2	1	-9%
COCCCNC(=S)N1CCN(c2ccc([N+](=O)[O-])cc2)CC1	x	-13%	3%	-20%	-5%	-4%	-0.3	-1	-1%
CCC(CC)c1nnc(NC(=O)c2ccc(N3CCCC3=O)cc2)s1	14%	11%	-1%	-15%	5%	-9%	-1.0	x	-1%
Cc1ccc(N2C(=O)CC(N3CCc4ccccc43)C2=O)cc1Cl (stereo not given)	-4%	-5%	9%	0%	-2%	-2%	1.4	-2	6%
CCN(CC)S(=O)(=O)c1ccc(NC(=O)COC(=O)CN2C(=O)c3ccccc3C2=O)cc1	17%	0%	-9%	-9%	0%	2%	-0.5	6	0%
COc1cccc(CC(=O)N2CCN(c3ccccc3[N+](=O)[O-])CC2)c1	25%	1%	-5%[11.6 µM]	-20%	13%	-12%	0.3	-7	0%
CN(Cc1ccccc1)C(=O)c1ccccc1C(=O)O	-7%	8%	4%	3%	9%	-6%	0.5	-2	-1%
CC1CCN(CCCCOc2ccccc2-c2ccccc2)CC1	18%	4%	-4%	7%	1%	-6%	-4.9	11	-14%
O=C(CN1C(=O)NC2(CCCc3ccccc32)C1=O)Nc1cccc(S(=O)(=O)N2CCCCC2)c1 (stereo not given)	x	8%	-6%	3%	-8%	-4%	0.4	2	2%
CCOc1cccc2cc(C(=O)NC(C)c3ccccc3)c(=N)oc12 (stereo not given)	4%	11%	-18%	7%	-7%	-9%	-0.6	-3	-17%
CCCC1CCc2[nH]nc(C(=O)NN)c2C1 (stereo not given)	1%	11%	-2%	1%	-21%	0%	-1.4	-1	-2%
COc1ccc(/C=C/C(=O)NC(=S)Nc2ccc(S(N)(=O)=O)cc2)cc1	13%	9%	8%	-4%	-5%	-22%	1.4	-7	21%
CCOC(=O)C1(C)CCCN1C(=O)c1ccc(F)c(Cl)c1 (stereo not given)	-26%	-1%	-6%	4%	1%	-1%	-0.6	0	-9%
O=C(Nc1ccccc1)Nc1ccc(Br)cc1F	x	-10%	-15%	5%	-10%	9%	-1.0	-2	-29%
CC1CCCCC1NC(=O)Cn1nc(-c2ccccc2)ccc1=O (stereo not given)	-1%	1%	0%	17%	0%	-3%	0.4	x	3%
COc1ccc(-n2nc(C(=O)NCC(=O)NCC3CCCO3)c3ccccc3c2=O)c(OC)c1 (stereo not given)	5%	-4%	4%	-15%	-5%	-4%	0.7	x	-2%
(further entries)
SMILES	FUS suppressor	EPAC1 agonist	WRN helicase inh	Abeta rescue	aSyn yeast inh	PLK1 PBD block	IL2 activator	PI5P4Ka inh	EPAC1 antagonist
Cc1nc(-c2ccc(NC(=O)/C=C\C(=O)O)cc2)cs1	16%	13%	-6%	15%	17%	21µM*	-2.7	-23	7%
COc1ccc(CCN2CC(C(=O)NCCN3CCCC3=O)CCC2=O)cc1 (stereo not given)	6%	-15%	7%	-13%	4%	8%	0.4	2	5%
N#C/C(=C/c1ccccc1[N+](=O)[O-])c1nnc2n1CCCCC2	-12%	7%	-7%	17%	-2%	-2%	2.9	1	-1%
COc1ccc(NC(=O)c2ccc(S(=O)(=O)N3CC(C)CC(C)C3)cc2)cc1S(N)(=O)=O (stereo not given)	-7%	-24%	-4%	-12%	4%	2%	2.0	4	-11%
COc1cccc(NC(=O)NC2CCCc3ccccc32)c1 (stereo not given)	-9%	5%	-6%	2%	2%	3%	-2.4	-1	6%

Bioassay records: PubChem BioAssay, National Center for Advancing Translational Sciences (NCATS)
